# STK33 kinase inh = inhibitors of purified STK33 kinase, primary screen, biochemical, ADP-Glo luminescence, homogeneous, cell-free. Serine/threonine-protein kinase 33 (Homo sapiens), Q9BYT3. MBP phosphorylation. inhibition, % at 10 µM. hit rate 0.073% among 320,000. AID 2661, 2010;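 active means inhibition at or above 25%, using the most active replicate where run in duplicate; inactive means inhibition below 25%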
# Target sequence (Q9BYT3 whole entry, looked up): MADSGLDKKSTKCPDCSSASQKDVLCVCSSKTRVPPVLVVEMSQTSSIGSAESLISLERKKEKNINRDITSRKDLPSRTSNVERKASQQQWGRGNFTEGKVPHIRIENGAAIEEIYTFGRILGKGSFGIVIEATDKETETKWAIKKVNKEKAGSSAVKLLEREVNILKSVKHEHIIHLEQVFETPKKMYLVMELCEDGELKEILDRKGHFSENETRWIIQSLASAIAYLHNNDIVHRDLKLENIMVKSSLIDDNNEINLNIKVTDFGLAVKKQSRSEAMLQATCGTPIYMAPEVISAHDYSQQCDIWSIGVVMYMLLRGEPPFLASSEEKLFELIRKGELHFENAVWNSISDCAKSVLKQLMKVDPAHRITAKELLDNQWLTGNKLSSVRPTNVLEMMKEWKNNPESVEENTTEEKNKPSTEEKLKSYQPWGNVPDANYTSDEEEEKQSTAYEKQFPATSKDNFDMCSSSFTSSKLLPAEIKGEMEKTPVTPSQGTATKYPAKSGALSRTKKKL
# Kir21 inh = inhibitors of mouse Kir2.1 inward-rectifier potassium channel; B-score at 10 µM; hit rate 0.85% among 310,000; HEK293-Kir2.1, FluxOR thallium flux fluorescence; stronger effect = lower value;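 active means fluorescence ratio B-score at or below minus 3 SD of library scores, with starting-brightness B-score within 2 SD, cut at about -4.2 in these data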;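 further: channel flux triggered by added potassium and thallium sulfate stimulus; B-score of peak minus minimum fluorescence over baseline after thallium stimulus; more negative B-score means stronger Kir2.1 block with less thallium influx; some compounds called inactive have numbers as strong as hits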
# Target sequence (P35561 whole entry, looked up): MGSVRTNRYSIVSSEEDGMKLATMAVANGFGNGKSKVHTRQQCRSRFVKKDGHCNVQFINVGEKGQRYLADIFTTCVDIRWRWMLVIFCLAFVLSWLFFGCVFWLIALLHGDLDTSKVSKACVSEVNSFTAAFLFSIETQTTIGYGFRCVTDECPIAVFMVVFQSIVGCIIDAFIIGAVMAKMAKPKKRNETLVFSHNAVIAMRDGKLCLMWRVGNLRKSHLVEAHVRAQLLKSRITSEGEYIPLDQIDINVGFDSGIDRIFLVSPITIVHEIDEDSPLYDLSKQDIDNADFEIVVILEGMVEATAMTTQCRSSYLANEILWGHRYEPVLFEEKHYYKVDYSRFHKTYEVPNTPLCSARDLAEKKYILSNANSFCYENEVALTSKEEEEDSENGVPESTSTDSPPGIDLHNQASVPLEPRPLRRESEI
# Numbers without * were called inactive; . = no result given.
SMILES,STK33 kinase inh,Kir21 inh
O=C(CN1CCN(c2ccccc2)CC1)c1ccc2cc[nH]c2c1,1.0,-0.74
COc1cc(OC)cc(C(=O)NNC(=O)CCC(=O)c2cc(C)sc2C)c1,1.3,.
CN1CCN(C(=O)C2CC(c3ccc(F)cc3)=NO2)CC1 (stereo not given),0.0,-0.41
CC(=O)Nc1ccccc1NC(=O)C/C(C)=N/NC(=O)c1cccnc1,-0.8,0.06
COc1ccccc1CNC(=O)COC(=O)Cc1ccc(Br)cc1,0.3,.
CCC1CCCCN1S(=O)(=O)c1ccc2[nH]c(=O)ccc2c1 (stereo not given),-0.2,-0.24
Cc1cc(NC(=O)COC(=O)C(Cc2ccccc2)NC(=O)c2ccco2)no1 (stereo not given),1.9,.
COc1cc(/C=C/c2cc[n+](C)cc2)ccc1OCC(=O)Nc1ccc(Cl)c(Cl)c1,6.1,-0.99
CCOc1ccc(-c2nnn(CC(=O)NCc3ccccc3)n2)cc1,-1.7,0.83
O=C(COc1cc2oc(=O)c3c(c2cc1Cl)CCC3)NCCCn1ccnc1,-2.4,-0.18
COc1ccc2oc(-c3ccccc3)c(C(=O)N3CCOCC3)c2c1,-0.7,-1.4
O=C(Cn1cc2c(n1)CCCC2)NCc1cccs1,-1.9,0.12
O=C(Cn1nc(Cl)nc1Cl)c1ccc(F)cc1,1.9,1.3
CCN(CC)C(=O)c1sc(N)c(C#N)c1C,-0.8,0.01
Cc1nn(CC(=O)N2CCc3ccccc32)c(C)c1S(=O)(=O)NC(C)(C)C,-1.7,.

# An excerpt from above in order of formula weight, high to low:
SMILES,STK33 kinase inh,Kir21 inh
Cc1nn(CC(=O)N2CCc3ccccc32)c(C)c1S(=O)(=O)NC(C)(C)C,-1.7,.
CCC1CCCCN1S(=O)(=O)c1ccc2[nH]c(=O)ccc2c1 (stereo not given),-0.2,-0.24
O=C(CN1CCN(c2ccccc2)CC1)c1ccc2cc[nH]c2c1,1.0,-0.74

# The list continues:
SMILES,STK33 kinase inh,Kir21 inh
Cn1c(=O)oc2cc(S(=O)(=O)NCCN3CCN(c4ccccc4)CC3)ccc21,0.2,0.78
COc1ccccc1C(=O)N1CCN(c2ccc(N3CCOCC3)nn2)CC1,.,-0.07
CC1=CC2=NC(=O)CC(C)(C(=O)N(CC(=O)NC3CCCC3)c3cc(C)cc(C)c3)N2C=C1 (stereo not given),-0.7,-1.4
N#CCNC(=O)C1c2ccccc2Oc2ccccc21,-1.6,-0.24
COc1cccc(NC(=O)NCc2cccn2C)c1,0.8,0.42
O=S(=O)(Nc1nnc(-c2ccccc2)s1)c1ccc(Cl)cc1,-6.7,-1.1
Fc1ccc(NC2=NCCCCC2)cc1,1.1,1.4
Cc1cc(SCc2ccc(Br)cc2)nc(=O)[nH]1,-1.0,0.06
c1ccc(-c2nc(N3CCCC3)nc3ccccc23)cc1,0.6,0.24
COc1ccc2nc(N/C(N)=N/C(=S)Nc3cccc(C)c3)nc(C)c2c1,-0.4,0.4
COc1ccccc1NC(=O)COc1ccc(CO)cc1Cl,7.3,0.68
CCOP(=O)(/C(C#N)=C(\C)O)c1ccccc1 (stereo not given),-1.0,-0.38
COc1ccccc1CN(CC(=O)NCc1ccco1)C(=O)CNS(=O)(=O)c1ccccc1,-0.4,.
O=C(CCn1ccc([N+](=O)[O-])n1)NC1CCCCCC1,-0.7,-0.74
C=CCNC(=O)c1ccc(C2SCC(=O)N2Cc2ccco2)cc1 (stereo not given),-1.3,-2.9

# The closing 6 compounds of the part above come first, to join the parts.
SMILES,STK33 kinase inh,Kir21 inh
COc1ccc2nc(N/C(N)=N/C(=S)Nc3cccc(C)c3)nc(C)c2c1,-0.4,0.4
COc1ccccc1NC(=O)COc1ccc(CO)cc1Cl,7.3,0.68
CCOP(=O)(/C(C#N)=C(\C)O)c1ccccc1 (stereo not given),-1.0,-0.38
COc1ccccc1CN(CC(=O)NCc1ccco1)C(=O)CNS(=O)(=O)c1ccccc1,-0.4,.
O=C(CCn1ccc([N+](=O)[O-])n1)NC1CCCCCC1,-0.7,-0.74
C=CCNC(=O)c1ccc(C2SCC(=O)N2Cc2ccco2)cc1 (stereo not given),-1.3,-2.9
O=C(O)c1ccc(NCc2nc3ccccc3n2Cc2ccccc2)cc1,-2.8,0.21
CCOc1ccccc1N1CCN(C(=O)c2ccc3c(c2)OCO3)CC1,-0.4,-0.16
COc1ccc(C(C(=O)NC2CCCC2)N(CCO)C(=O)Cn2nnc(-c3ccc(C)o3)n2)cc1OC (stereo not given),0.2,0.51
CC(=O)Nc1ccc(NC(=O)CN(C)CCC#N)cc1,.,-0.68
Cc1ccc(NC(=O)CN(C)C(=O)C(c2ccccc2)c2ccccc2)cc1,1.7,.
c1ccc(C2=NNC(=NCc3ccc4c(c3)OCO4)SC2)cc1,-0.3,0.54
Nc1ncnc2c1ncn2[C@@H]1O[C@H](CNCc2ccccc2)[C@@H](O)[C@H]1O,-0.1,.
O=C(Nc1ccccc1Cl)c1cc(=O)c2ccccc2o1,.,0.22
CC1c2ccsc2CCN1C(=O)NC(=O)c1ccc(Cl)cc1 (stereo not given),2.1,-0.83
COc1ccc(/C=N/n2cnc3c(sc(=S)n3-c3ccccc3)c2=O)cc1,0.2,0.04
Cc1ccc(C2C(C#N)=C(N)Oc3cc4c(cc32)OCO4)cc1 (stereo not given),0.0,-0.16
COc1ccc(S[C@@H](CCN2CC[C@H](NC(=O)OCc3ccccc3)CCC2=O)c2ccccc2)cc1,-0.6,.
CC(=O)c1ccc(OCC(=O)Nc2ccccc2N2CCCC2)cc1,0.1,-0.92
COc1ccc(CCNC(=O)c2cc(-c3ccco3)nc3ccccc23)cc1,-0.7,0.84
COc1ccc(-c2nnc(N(C)C(=O)c3cccnc3)s2)cc1,-0.9,-0.66
Cc1ccc2nc(NCCCN3CCOCC3)c(C=NCCCN3CCOCC3)c(=O)n2c1,.,-2.2
COc1ccc(CN(C)C(=O)c2ccccc2Sc2ccccc2C#N)c(OC)c1,-1.2,0.46
Cc1ccc(S(=O)(=O)N(C)CC(=O)O/N=C(\N)c2ccccn2)cc1,-2.0,1.4
CCOC(=O)N1CCN(C(=O)c2ccc3c(=O)n(Cc4ccc(OC)cc4)c(=S)[nH]c3c2)CC1,-1.8,.
CCC(=O)NC(Cc1ccccc1)c1nc2ccccc2[nH]1 (stereo not given),-7.7,-0.9
C=C(C)CSc1nnc(-c2ccccc2)n1N,-0.6,0.9
Cc1cc(C)cc(NC(=O)[C@@H](NC(=O)c2ccco2)C(C)C)c1,0.3,-0.15
COC(=O)CCCC1=CC2=CC(=O)C(C)(OC(=O)c3cccs3)C(=O)C2=CN1Cc1ccccc1 (stereo not given),-0.7,0.12
COc1ccc(N(C(=O)CNC(=O)c2ccco2)C(C(=O)NC2CCCC2)c2cccnc2)cc1 (stereo not given),3.7,0.93
CC1CCCN(S(=O)(=O)c2ccc(NC(=O)CCN3C(=O)c4ccccc4C3=O)cc2)C1 (stereo not given),-1.3,0.66
O=C(Nc1cccc(OC(=O)c2ccco2)c1)c1ccco1,-2.4,-1.1
OC(c1ccc(Cl)cc1)c1nnc(-c2ccccc2)o1 (stereo not given),-2.5,-0.25
CCOCC(=O)Nc1nc(C)cc(C)n1,0.1,0.54
N#C/C(=C\c1ccc(C#N)cc1)C(=O)c1ccccc1,12,-1.1
Cc1cccc(OCC(=O)O/N=C(\N)c2ccc(Br)cc2)c1,-1.0,0.72
CC(C)(C)c1cc(=O)n2[nH]c(N)nc2n1,0.4,-1.5
O=C1NCCN1CCNS(=O)(=O)c1cc(C(F)(F)F)cc(C(F)(F)F)c1,-1.1,-1.1
COc1ccc(Cn2c(CCC(=O)Nc3ccc(CC#N)cc3)nc3cccnc32)cc1,0.1,-0.01
Cc1ccc(-c2nc3c(c(=O)[nH]c(=O)n3Cc3ccccc3)n2C)s1,0.8,-0.97
CCC(=O)N1CCN=C1SCc1cccc(F)c1,0.2,-1.3
CCn1cc(Cl)c(C(=O)NNC(=O)CCn2nc(C)c([N+](=O)[O-])c2C)n1,-0.2,-1.3
COc1ccc(CCNC(=O)C2CCCN(S(C)(=O)=O)C2)cc1OC (stereo not given),0.5,-0.9
CCN(CC(=O)NCc1cccs1)C(=O)/C=C/c1ccc(C)cc1,-1.1,.
CC1CC(=O)NN=C1c1cccs1 (stereo not given),-0.6,-0.21
Cc1cc(Br)cc2c1N(C)C(=O)C2(c1ccc(O)cc1)c1ccc(O)cc1,-2.3,-0.35
Cn1c(NC(=O)CC(C)(C)C)cc(=O)n(C)c1=O,-0.9,.
Fc1ccc(Nc2nc(Oc3ccccc3F)nc(N3CCCC3)n2)cc1,-0.9,-0.05
O=C(NCCc1ccccc1)c1nnc(CS(=O)(=O)c2ccccc2)o1,-1.7,0.41
CCCCN(CC)Cc1ccc(CNC(=O)Nc2ccc(Cl)cc2)o1,1.0,-1.5
O=C(CSc1n[nH]c(-c2cccnc2)n1)Nc1ccnc2ccccc12,2.5,-0.44
O=C(c1cc(-c2ccc(F)cc2)no1)N1CCN(Cc2ccc3c(c2)OCO3)CC1,-4.5,2
O=C(NN1C(=O)NC2(CCCCC2)C1=O)c1ccc(Cl)s1,-1.0,.
COc1ccc(C(Nc2ccccn2)c2c(NC(=O)c3ccco3)sc(C)c2C)cc1OC (stereo not given),0.2,-1.3
O=C(O)Cc1ccc(NC(=S)Nc2ccc(Br)cc2Cl)cc1,-1.4,-0.03
Cc1ccsc1C(=O)OC1CCOC1=O (stereo not given),1.3,0
CN(Cc1ccccc1)S(=O)(=O)c1ccc(Cl)c(C(=O)NCc2ccc3c(c2)OCO3)c1,0.6,-0.12
CC(/C=N/NC(=O)CSc1nc2ccccc2n1C)=C\c1ccco1,-2.3,-0.93
O=C(NCc1nc2ncc(Br)cc2[nH]1)c1ccccc1,-1.0,0.24
CCCOC(=O)C1C2C=C[C@]3(CN(CCc4ccccc4)C(=O)[C@H]13)O2 (stereo not given in full),-0.3,0.65
COCCNC(=O)C1CCC(CNS(=O)(=O)c2ccccc2)CC1 (stereo not given),-2.9,-0.31
CCOc1ccccc1N1CCN(Cc2ccc(OC)c(OC)c2)CC1,0.1,.
Cc1cc(Cl)ccc1NC(=O)c1ccc2c(c1)CCN2S(C)(=O)=O,-0.4,1.1
Cc1ccc(C(=O)Nc2cccnc2)cc1S(=O)(=O)N1CCCCC1,0.7,0.14
CC(C)c1ccc(N(CC(=O)N/N=C/c2ccc(OC3CSC3)cc2)S(=O)(=O)c2ccccc2)cc1,3.4,0.98
Cc1ccc(C)c(NC(=O)c2ccccc2NS(=O)(=O)c2cc([N+](=O)[O-])ccc2C)c1,-0.7,-0.97

# The results go on:
SMILES,STK33 kinase inh,Kir21 inh
Cc1[nH][nH]c(=O)c1C(c1ccccc1[N+](=O)[O-])C(C#N)C#N (stereo not given),6.0,-1.3
Cc1ccc(S(=O)(=O)N/N=C/c2cc(Br)ccc2O)cc1,-1.3,-0.55
COc1cc(NC(=S)N2CCN(c3ccccn3)CC2)c(OC)cc1Cl,-1.0,-0.62
O=C(N/C(=C/c1ccccc1Cl)C(=O)N1CCCCC1)c1ccco1,-1.2,-0.89
CC(=O)c1cccc(NC(=O)C2CCN(C(=O)c3cccs3)CC2)c1,0.6,1.7
COc1cccc(NC(=O)CCNS(=O)(=O)c2ccc3c(c2)CC(C)N3C(=O)C2CC2)c1 (stereo not given),-0.2,1.6
O=Cc1cc(N=Nc2ccc(S(=O)(=O)O)cc2)ccc1O,18,0.1
CCC(c1nnnn1C(C)(C)C)N1CCN(C2CCCC2)CC1 (stereo not given),-2.2,-0.19
COc1ccc2c(c1)C(c1cccs1)=NNC(c1ccncc1)=N2,-0.6,-0.02
COC(=O)C(C)N1C(=O)S/C(=C/c2cc(C)n(C(C)C)c2C)C1=O (stereo not given),-0.7,-1.3
CCOC(=O)c1c(C)n(C)c2ccc(OC)c([N+](=O)[O-])c12,-1.9,-0.02
COc1ccc(C(=O)N2CCN(Cc3ccc4c(c3)OCO4)CC2)cc1[N+](=O)[O-],-2.3,-0.48
COc1cc(C(C)=O)ccc1OCC(O)CNCC1(N2CCCCC2)CCCCC1 (stereo not given),-0.3,0.11
Cc1nn(CCC(=O)NCCc2ccccc2Cl)c(=O)c2nn(-c3ccccc3)c(C)c12,-0.8,0.22
COc1ccc(OC)c(N2Cc3cc(C)c(C)cc3C2)c1,0.9,0.08

# Ordered by value in STK33 kinase inh (high to low): some entries from above
Compound | STK33 kinase inh
Cc1[nH][nH]c(=O)c1C(c1ccccc1[N+](=O)[O-])C(C#N)C#N (stereo not given) | 6.0
Cc1ccc(S(=O)(=O)N/N=C/c2cc(Br)ccc2O)cc1 | -1.3
CCC(c1nnnn1C(C)(C)C)N1CCN(C2CCCC2)CC1 (stereo not given) | -2.2

# Next part
SMILES,STK33 kinase inh,Kir21 inh
CCOc1ccc(N(C)S(=O)(=O)c2ccc(C)c(C(=O)N3CCN(Cc4ccc5c(c4)OCO5)CC3)c2)cc1,-1.6,.
COc1[nH]c2ccc(F)cc2c1C(=O)OCC1CCN(CCNS(C)(=O)=O)CC1,1.2,0.02
CS(=O)(=O)CCC(C(=O)OCc1ccc(Br)cc1)N1C(=O)c2ccccc2C1=O (stereo not given),-1.0,-0.69
O=C(CCN1c2ccccc2Sc2ccccc21)OCC(=O)N1CCN(C(=O)c2ccco2)CC1,-1.0,-1.6
CC(Nc1nc(-c2ccc(F)cc2)cs1)c1nc2cc(C(F)(F)F)ccc2n1CCCO (stereo not given),1.9,1.9
CS(=O)(=O)N(CCc1ccccc1)CC(=O)Nc1ccc2c(c1)OCO2,-0.8,0.09
CCOc1ccc(NC(=O)CCN2C(=O)CSc3ccccc32)cc1,0.2,.
c1ccc2c(-c3nnc4n3CCCCC4)cc(-c3ccncc3)nc2c1,3.4,-0.59
Cc1cnc(C(=O)N2CCCC(C(=O)c3ccc(Cl)cc3C)C2)cn1 (stereo not given),2.9,0.5
O=C(c1ccco1)N1CCN(S(=O)(=O)Cc2ccccc2Cl)CC1,1.0,-1.5

# Compound activity as filed in PubChem.
